# Mcl1-Noxa inh = Mcl-1/Noxa interaction inhibition; Q07820; TR-FRET Mcl-1/Noxa peptide binding, 2 h; inhibition, % at 21.7 µM; 220,000 compounds, 1.5% hits; AID 1022;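 active = compounds that cut the protein-peptide binding signal by more than 50% relative to plate controls in a single-dose test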;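 also: His-tagged Mcl-1 with rhodamine Noxa BH3 peptide and terbium anti-His antibody; 0% = Mcl-1 plus Noxa peptide wells and 100% = peptide-only wells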
# Target sequence (Q07820 whole entry, looked up): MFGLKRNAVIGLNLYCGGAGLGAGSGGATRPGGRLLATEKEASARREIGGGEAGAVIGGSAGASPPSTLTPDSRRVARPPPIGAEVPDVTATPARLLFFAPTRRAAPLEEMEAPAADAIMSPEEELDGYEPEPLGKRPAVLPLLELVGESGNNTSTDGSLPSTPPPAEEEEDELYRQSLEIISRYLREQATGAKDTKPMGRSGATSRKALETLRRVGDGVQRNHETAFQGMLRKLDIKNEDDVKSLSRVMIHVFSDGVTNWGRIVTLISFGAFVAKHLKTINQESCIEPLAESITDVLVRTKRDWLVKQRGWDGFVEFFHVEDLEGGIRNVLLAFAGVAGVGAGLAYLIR
# Rac1 wt GTP bind = human Rac1 wildtype GTP binding, inhibitors and activators. 190,000 compounds, 0.27% hits. GTP binding activity (% of control), % at 10 µM. P63000. GST-Rac1 beads, fluorescent GTP binding, flow cytometry; actives lie on both sides; 0 = cold GTP competed, 100 = untreated;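 active = GTP binding activity at least 20 points away from the 100% control level, either lower or higher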
# Mcl1 Bid PPI = Mcl-1/Bid interaction inhibition; Q07820; TR-FRET Mcl-1/Bid-Dy647 peptide binding, 1536-well; inhibition, % at 21.7 µM; 220,000 compounds, 0.97% hits; AID 1021;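 active = compounds that cut the binding signal by more than half at the single screening dose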;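 also: His-tagged Mcl-1 with europium anti-His antibody binding Bid BH3 peptide; 0% = Mcl-1 plus peptide wells and 100% = peptide-only wells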
# Rab7 wt modul = dog Rab7 wildtype GTP binding, inhibitors and activators. AID 758. GST-Rab7 beads, fluorescent GTP binding, flow cytometry; actives lie on both sides; untreated = 100%, excess cold GTP = 0%. GTP binding activity (percent of control), % at 10 µM. 190,000 compounds, 0.055% hits;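 active = fluorescent GTP binding to Rab7 beads changed by at least 20 points from the 100% baseline, either direction, mostly lower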;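 also: median green fluorescence of bound Bodipy-FL-GTP per Rab7 bead population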
# Rab2A wt mod = changes GTP binding to wildtype dog Rab2A, up or down; 190,000 compounds, 0.19% hits; GTP binding activity, % at 10 µM; P61105; AID 760; GST-Rab2 wt beads, Bodipy-GTP binding, flow cytometry;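 active = GTP binding activity at least 20 points away from 100%, either lowered or raised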;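 also: 0% = beads with excess unlabeled GTP and 100% = no-compound control corrected for plate trend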
# Avidin bead fluor = avidin bead compound fluorescence profile. Avidin beads, compound fluorescence 488/530 nm, flow cytometry; active compounds read high. fluorescence (KMESF) at 10 µM. 220,000 compounds, 0.38% hits; in the data active = fluorescence above about 47; also: inactives centre near 10
# Bim-Mcl-1 = inhibitors of Bim-Mcl-1 interaction, human | Bead-based flow cytometry, Bim peptide-Mcl-1 binding | Q07820 | AID 1009 | 190,000 compounds, 0.1% hits | inhibition, % at 10 µM; in the data active = inhibition above about 40%;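 also: 0% = no compound tracer wells and 100% = peptide blocker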
# Rac1 mut GTP = modulators of GTP binding to human Rac1 activated mutant. P63000. GST-Rac1 activated beads, fluorescent GTP binding, flow cytometry; actives lie on both sides; 100% means binding = to untreated wells. percent activity (GTP binding), % at 10 µM. 190,000 compounds, 0.11% hits;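 active = GTP binding at least 20 percentage points away from the 100% baseline, in either direction, so actives lie on both sides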
# Cdc42 wt = modulators (inhibitors or activators) of GTP binding to human Cdc42 wildtype; P60953; GST-Cdc42 beads, Bodipy-GTP binding, flow cytometry; actives lie on both sides; percent activity (GTP binding), % at 10 µM; 190,000 compounds, 0.2% hits; AID 761;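 active = percent activity GTP binding at least 20 points away from the 100% baseline, either down as inhibitor or up as activator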;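 also: median bead fluorescence of bound Bodipy-FL-GTP at 100 nM; 0% = excess unlabeled GTP control and 100% = no compound control; below 100% means less GTP binding so inhibitor and above means activator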
# Target sequence (P60953 whole entry, looked up): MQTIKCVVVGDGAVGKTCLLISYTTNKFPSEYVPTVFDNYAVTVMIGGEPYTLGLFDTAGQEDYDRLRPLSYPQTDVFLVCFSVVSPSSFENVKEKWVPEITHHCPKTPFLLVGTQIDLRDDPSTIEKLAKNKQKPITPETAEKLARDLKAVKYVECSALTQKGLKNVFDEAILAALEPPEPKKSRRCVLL
# Pf gamet viab = P. falciparum stage V gametocyte viability inhibition. P. falciparum stage V gametocytes, ATP luminescence, 24 h. inhibition, % at 10.9 µM. 150,000 compounds, 0.065% hits;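 active = inhibition above the mean plus 3 SD of compounds within the control limits, set per campaign, cut at about 38% in these data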;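 also: 0% = DMSO wells and 100% = medium only without gametocytes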
# HRas wt GTP = changes GTP binding to wildtype human HRas | P01112 | AID 759 | 190,000 compounds, 0.14% hits | GTP binding activity, % at 10 µM | GST-Ras wt beads, Bodipy-FL-GTP binding, flow cytometry; actives lie on both sides;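 active = GTP binding activity at least 20% away from the 100% baseline, either lowered as inhibitor or raised as activator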;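 also: 0% = unlabeled GTP competition control and 100% = no-compound control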
# Target sequence (P01112 whole entry, looked up): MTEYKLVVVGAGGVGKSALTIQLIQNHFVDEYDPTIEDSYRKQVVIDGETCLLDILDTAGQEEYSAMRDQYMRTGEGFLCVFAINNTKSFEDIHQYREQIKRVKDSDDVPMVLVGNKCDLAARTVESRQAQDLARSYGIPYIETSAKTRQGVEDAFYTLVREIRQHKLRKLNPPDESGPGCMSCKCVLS
# * = called active by the depositor; nt = no result given.
# Screens in order – Rab7 wt modul	Mcl1-Noxa inh	Avidin bead fluor	Rac1 wt GTP bind	Bim-Mcl-1	Mcl1 Bid PPI	Cdc42 wt	Rac1 mut GTP	Rab2A wt mod	Pf gamet viab	HRas wt GTP
COc1ccc2[nH]c(C)c(CCNC(=S)Nc3cc(C)cc(C)c3)c2c1
 : 99	4	7	102	-2	-15	100	97	99	nt	98
Cc1ccc(C(=O)COC(=O)CCC(=O)Nc2cc(Cl)ccc2Cl)cc1[N+](=O)[O-]
 : 95	21	8	94	-3	7	96	92	95	11	96
Cc1nc2c3ccccc3nc(SCC(=O)N3CC(C)CC(C)C3)n2n1 (configuration not stated)
 : 98	8	7	104	3	-13	103	101	99	7	100
COc1cc(NC(=O)C2CCCCC2)c(OC)cc1NC(=O)CN1CCCCC1
 : 98	8	10	98	1	-8	98	96	99	nt	98
COc1cc(OC)c(C2=NOC(C(=O)Nc3c(C)n(C)n(-c4ccccc4)c3=O)C2)cc1Cl (configuration not stated)
 : 92	5	8	86	2	-29	92	94	90	0	90
Cc1c(NC(=O)CSc2nnc(COc3ccccc3)n2-c2ccccc2)c(=O)n(-c2ccccc2)n1C
 : 100	-16	141*	101	-3	-5	103	99	100	-12	101
O=C(O)COc1ccc(/C=N/NC(=O)COc2nsnc2N2CCOCC2)cc1
 : 97	22	10	98	0	-10	94	95	95	15	95
Cc1csc(SCC(=O)Nc2ccc3c(c2)OCCO3)n1
 : 110	5	10	101	0	-15	100	96	99	-7	98
CCOc1nc(NC(=O)NS(=O)(=O)Oc2cccc(Cl)c2)nc(-c2ccccc2)n1
 : 99	25	11	104	-2	7	96	97	100	2	97
Cn1nc(Oc2nc(N3CCOCC3)nc(N3CCOCC3)n2)ccc1=O
 : 94	6	-1	103	1	-25	101	102	99	1	102
COc1ccc(N=C(C)C2=C(O)CSC2=O)cc1
 : 103	4	6	99	-1	-12	100	97	100	nt	100
CS(=O)(=O)N(Cc1ccco1)CC(O)Cn1cc(C=O)c2ccccc21 (configuration not stated)
 : 95	-3	13	103	-5	-18	102	101	100	nt	101
CC1(c2ccccc2)CC(C)(C)N(C(=O)CSc2nnc(N)s2)c2ccccc21 (configuration not stated)
 : 101	13	14	101	-1	-9	95	100	100	-16	100
O=C(O)C=C1C2CC3CC(C2)CC1C3
 : 101	16	8	101	0	4	104	98	100	6	101
CC1(C)CC(=O)C(N=Nc2cc(Cl)c(Cl)c(Cl)c2)=C(O)C1
 : 97	1	7	104	42*	-34	101	99	98	nt	100
CCCc1cc(=O)n2[nH]c(C)c(-c3ccccc3)c2n1
 : 95	3	39	99	-1	-24	96	101	96	nt	99
CN1CCC(N2CCCC(C(=O)O)C2)CC1 (configuration not stated)
 : 96	19	13	105	1	-10	104	101	100	nt	101
O=C(COc1ccc(Cl)cc1)N1CCN(C(=O)c2cccs2)CC1
 : 106	2	13	101	-8	1	101	96	101	14	99
O=C(Nc1cccc(Cl)c1)c1ccc2c(c1)SC1=NS(=O)(=O)CCN12
 : 91	13	7	92	-1	-41	92	93	92	-4	91
COc1ccc(NC(=O)CN2C(=O)C(c3ccccc3)=NC23CCCCCC3)cc1OC
 : 99	-19	12	99	20	-8	97	101	101	5	99
CC(=O)NS(=O)(=O)c1ccc(NC(=O)C2C3C=CC(C3)C2C(=O)O)cc1 (configuration not stated)
 : 103	13	3	100	-6	-8	99	100	99	nt	102
CSCCC(=O)N1C(C)CCCC1C(=O)O (configuration not stated)
 : 101	29	16	98	-2	1	99	100	101	nt	101
CCN1CCN(c2ccc(NC(=O)c3cccc(F)c3)cc2Cl)CC1
 : 97	4	11	100	-2	-40	95	96	95	-7	97
Cn1c(=O)[nH]c(=O)c2c1nc(N1CCC(Cc3ccccc3)CC1)n2Cc1ccccc1
 : 98	-26	5	99	-2	-19	102	98	99	nt	98
COc1ccc(C2CC(c3ccc4ccccc4c3)=NN2C(=O)CNC2CCCCC2)cc1 (configuration not stated)
 : 104	2	8	92	1	5	95	93	98	23	93
S=c1[nH]nc(-c2ccc(Cl)cc2)n1-c1ccc2c(c1)OCCO2
 : 97	26	12	100	0	-54	98	94	96	-6	97
COCCNC(=O)C(c1ccc(C)o1)N(Cc1cccs1)C(=O)c1snc(C(N)=O)c1N (configuration not stated)
 : 99	-9	10	101	0	-13	99	98	98	nt	99
CC(C)(C)c1cc(N)on1
 : 93	19	1	88	-6	1	93	93	89	0	90
Cc1ccc(S(=O)(=O)N(CC(=O)NC2CCCC2)c2cccc(C)c2)cc1
 : 96	6	4	101	-4	6	98	99	97	6	96
COC(CNC(=O)c1ccc2c(c1)ncn2-c1ccc(F)c(F)c1)OC
 : 103	14	13	101	-2	-1	100	100	100	7	103
CC(=O)c1cn(CCC(C)C)c(=O)[nH]c1=O
 : 100	17	6	105	0	0	102	100	95	-6	101
CCc1nnc(NS(=O)(=O)c2ccc(N3C(=O)c4ccc(C(=O)O)cc4C3=O)cc2)s1
 : 103	3	10	95	2	-17	91	89	89	12	92
CC(C)(C)c1ccc(/C=C/C(=O)Nc2ccncc2)cc1
 : 99	27	12	103	-4	24	98	99	99	4	99
CC1(C)C(=O)NCCN1C(=O)CCC(=O)O
 : 95	16	15	99	5	11	96	95	95	3	94
O=C(Nc1cccc(F)c1)c1ccc(Cn2cc([N+](=O)[O-])cn2)o1
 : 104	10	9	106	-1	5	102	98	102	10	101
Cc1cccc(NC(=O)CSc2nc3c(c(=O)[nH]2)CCC3)c1C
 : 96	7	17	102	-1	-1	101	99	99	-7	99
O=[N+]([O-])c1ccc(CSc2nnc(-c3cnccn3)o2)cc1
 : 102	12	6	105	0	5	107	101	105	-40	104
O=c1cc(N2CCC(Cc3ccccc3)CC2)[nH]c(=O)n1C1CCCCC1
 : 96	-11	18	106	-1	-3	102	100	100	nt	101
O=S(=O)(CCSc1ccccn1)c1nc2ccccc2s1
 : 89	nt	10	91	-1	-6	96	92	91	nt	90
O=C(/C=C/c1c(F)cccc1Cl)Nc1nn[nH]n1
 : 91	17	12	94	0	-2	91	92	93	nt	93
CCOCCCNC(=O)C1CCCCN1S(=O)(=O)c1ccc(F)cc1 (configuration not stated)
 : 102	-14	13	105	-8	-18	106	101	99	-7	102
COc1ccc2c(CC(=O)OCC(=O)c3ccccc3OC)coc2c1
 : 102	1	9	104	0	-13	98	99	98	-23	101
CCOc1cc(N2CCOCC2)c(OCC)cc1NC(=O)CSc1nccc(C)n1
 : 98	14	11	100	-3	-41	97	96	99	-15	97
Cc1onc(-c2ccccc2Cl)c1C(=O)OCC(=O)c1ccc2c(c1)OCCO2
 : 98	-8	16	100	2	-27	103	99	105	nt	104
CNCCOCC(O)CSc1ccccc1 (configuration not stated)
 : 105	-9	33	105	-4	6	104	101	102	nt	103
CCSCCOC(=O)C1=C(C)NC(=O)NC1c1cc(OC)ccc1OC (configuration not stated)
 : 107	-1	12	103	-3	-56	101	98	104	21	103
CC(C)CC1C(C#N)=C(N)Oc2n[nH]c(-c3cccs3)c21 (configuration not stated)
 : 99	-4	11	103	-1	-24	99	99	96	-5	99
COc1cc(NC(=S)Nc2ncccc2C)cc(OC)c1OC
 : 108	-2	6	102	2	-47	99	97	98	0	99
CCCC(c1c(C)n(C)n(-c2ccccc2)c1=O)c1c(C)n(C)n(-c2ccccc2)c1=O
 : 96	-5	7	105	0	-45	107	103	106	nt	104
CC(=O)N1CCN(CCN=CC2=C(O)CC(c3cccs3)CC2=O)CC1 (configuration not stated)
 : 99	6	7	110	-1	-6	104	101	100	nt	100
Cc1nc(SCCC(C)C)c([N+](=O)[O-])[nH]1
 : 104	14	19	104	2	-27	104	98	104	1	103
O=[N+]([O-])c1ccccc1-c1ccc(/C=N/n2cnnc2)o1
 : 100	18	17	101	-2	-31	96	99	98	0	97
CCN(CC)C(=O)c1cc2cc(Br)ccc2oc1=O
 : 96	14	18	93	1	-6	98	93	97	-8	97
COC(=O)c1ccccc1S(=O)(=O)N1CCC(C(=O)OC(C)C(=O)NC(N)=O)CC1 (configuration not stated)
 : 106	19	10	100	1	1	98	95	100	-11	98
COC(=O)c1ccccc1S(=O)(=O)N(Cc1cc2ccc(OC)cc2[nH]c1=O)CC1CCCO1 (configuration not stated)
 : 101	13	26	107	-2	-41	107	102	101	-28	102
CC(=O)c1cc(C#N)c(SCC(=O)OC(C)C)nc1C
 : 102	8	9	106	-2	-27	102	99	102	2	99
CN(CC(=O)N1CCN(c2ccccn2)CC1)S(=O)(=O)c1ccc2ccccc2c1
 : 102	2	14	103	0	-9	108	102	107	-5	106
CC1CCN(C(=O)CSCc2ccc(Cl)cc2)CC1
 : 99	0	12	102	-1	-7	103	100	100	-7	100
CC1=C(C(=O)OCc2ccccc2)C(c2ccccc2)NC(=O)N1CCCCCC(=O)O (configuration not stated)
 : 99	-1	9	105	-3	6	102	98	100	nt	99
CCOC(=O)C1(Cc2cccc(OC)c2)CCN(CC2CC=CCC2)CC1 (configuration not stated)
 : 101	-3	9	101	2	-48	100	97	99	nt	99

# In another format: results already given
Compound	Rab7 wt modul	Mcl1-Noxa inh	Avidin bead fluor	Rac1 wt GTP bind	Bim-Mcl-1	Mcl1 Bid PPI	Cdc42 wt	Rac1 mut GTP	Rab2A wt mod	Pf gamet viab	HRas wt GTP
CC1=C(C(=O)OCc2ccccc2)C(c2ccccc2)NC(=O)N1CCCCCC(=O)O (configuration not stated)	99	-1	9	105	-3	6	102	98	100	nt	99
CCOC(=O)C1(Cc2cccc(OC)c2)CCN(CC2CC=CCC2)CC1 (configuration not stated)	101	-3	9	101	2	-48	100	97	99	nt	99

# Next compounds:
# Screens in order – Rab7 wt modul	Mcl1-Noxa inh	Avidin bead fluor	Rac1 wt GTP bind	Bim-Mcl-1	Mcl1 Bid PPI	Cdc42 wt	Rac1 mut GTP	Rab2A wt mod	Pf gamet viab	HRas wt GTP
CC(=O)N(CN1C(=O)c2ccc([N+](=O)[O-])cc2C1=O)c1ccc(F)cc1
 : 96	-23	7	99	0	-4	97	95	93	nt	98
O=C(c1ccc([N+](=O)[O-])cc1)N(Cc1ccc(Cl)cc1Cl)N1C(=O)CCCC1=O
 : 101	4	13	104	-4	16	103	100	100	nt	102
Cc1cc(C)c(OCC(=O)Nc2nnn(C)n2)c(Br)c1
 : 100	10	32	102	0	-13	99	99	102	nt	99
CCc1sc(C(=O)Nc2cc(Cl)ccc2N2CCCCC2)cc1C
 : 96	-15	16	94	0	-6	94	96	93	nt	97
C/C(CC(=O)Nc1cc(Cl)ccc1Cl)=N\NC(N)=S
 : 105	16	10	109	-5	-28	100	102	105	nt	103
O=C(CN1CCN(S(=O)(=O)c2ccc(F)cc2)CC1)Nc1cccc(C(F)(F)F)c1
 : 101	-5	32	100	-1	1	102	98	101	17	102
O=[N+]([O-])c1cnn2cc(Br)cnc12
 : 107	-6	21	93	-1	-21	96	92	97	3	98
COc1ccc(Cl)cc1Nc1nc(NCCO)nc(N2CCCC2)n1
 : 96	7	3	103	1	-25	102	101	99	-28	100
CCOCC(=O)NCc1ccc2c(c1)OCO2
 : 98	-1	24	103	-1	-9	99	101	102	21	99

# Screening data as filed in PubChem BioAssay.
